JMJD2A Tudor = inhibitors of human JMJD2A Tudor domain; AlphaScreen JMJD2A-Tudor / H3K4me3 peptide binding; Potency, µM (series often up to 114 µM), for inactives: top-dose activity change, negative = inhibition, actives largely listed as inhibitors; hit rate 4.4% among 390,000; further: on the % scale 0 is the no-effect control and ±100 the full control effect; nearly all actives have a fitted effect of over 50% in size
GLS inhibitor = blocks human kidney-isoform glutaminase activity | AID 624170 | GLS enzymatic activity, qHTS titration | hit rate 0.21% among 410,000 | Potency, µM (top dose mostly 45.5 µM), for the others: at the highest dose activity change, negative = inhibition, usual class: inhibitors; further: on the % scale 0 is the no-effect control and ±100 the full control effect
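Human kidney-isoform GLS in 45 mM KH2PO4 pH 8.2, 0.02% Tween-20, with compound, started with 1mM L-Glutamine (added stock). Glutamate oxidase/HRP/Amplex red coupled fluorescence read at start and after 30 min at RT.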
ERG Ets-DNA blk = ERG Ets/DNA interaction inhibition; hit rate 0.028% among 370,000; Potency, µM (titrated, usually from 76.9 µM), without a hit: top-dose FP activity, negative = inhibition, most hits filed as inhibitors; AID 624246; fluorescence polarization, His-ERG Ets domain / labelled DNA; active means well fitted inhibition curve with a large enough effect in the polarisation, with a control signal flat; inconclusive means small, poorly fitted or top-dose-only effect, or effect the other way, or a change in a side signal; inactive means no such curve, though single readings can be large or run the other way; the % refers to the polarisation;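 further: polarization taken with two DNA probes labelled with fluorescein and Texas red; % of control where 0% means no effect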
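His-tagged ERG Ets domain (1 uM in the protein solution; 300mM KCl, 50mM Tris-HCl, 1mM EDTA, 1mM DTT, pH 7.5) received compound, then a probe mix of 5 nM fluorescein-DNA and 100nM Texas-615-DNA. Fluorescence polarization was read for both dyes.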
12-LOX inh = inhibitors of human 12S-lipoxygenase ALOX12. Potency, µM (highest dose often 108 µM), for the others: at the top dose activity change, negative = inhibition, hits mostly inhibitors. purified 12hLO, xylenol orange hydroperoxide absorbance. P18054. hit rate 1.1% among 580,000; further: on the % scale 0 is the no-effect control and ±100 the full control effect
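Purified human 12hLO at 150 nM in 25 mM Hepes, 0.01% Triton X-100, pH 7.0, preincubated 15 min at room temperature with compound. Reaction started with 40 uM arachidonic acid, 30 min at room temperature. Hydroperoxide measured by Fe-xylenol orange, 573/405 nm absorbance ratio.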
RGS4 inh = inhibitors of human regulator of G protein signaling 4. P49798. Transcreener GDP fluorescence polarization, RGS4-accelerated GTP hydrolysis. Potency, µM (doses to about 114 µM), inactives show top-dose activity change, negative = inhibition, actives largely listed as inhibitors. hit rate 0.039% among 390,000. AID 504845; further: on the % scale 0 is the no-effect control and ±100 the full control effect; nearly all actives have a fitted effect of over 75% in size; some results filed as inactive show a strong effect at the top dose
Target sequence (P49798 whole entry, looked up): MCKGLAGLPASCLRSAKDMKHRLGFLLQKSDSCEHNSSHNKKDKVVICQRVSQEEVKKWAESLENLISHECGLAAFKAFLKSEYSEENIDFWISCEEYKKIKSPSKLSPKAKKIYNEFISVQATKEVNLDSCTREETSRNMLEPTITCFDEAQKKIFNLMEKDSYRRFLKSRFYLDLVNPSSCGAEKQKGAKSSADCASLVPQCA
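MLSMR compounds (23 nl, pin-transferred) preincubated 10 min at room temperature with a 500nM (2x) first reagent, then RGS4 at 900nM (2x) plus Transcreener GDP mix added; fluorescence polarization (620/688 nm) read before and after 90 min at 30 °C.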
Pin1 inh = blocks the human prolyl isomerase Pin1 | Q13526 | Pin1 FP peptide displacement, HiFluor488, 10 min | Potency, µM (doses to about 115 µM), for the others: at the top dose activity, negative = inhibition, usual class: inhibitors | hit rate 0.009% among 390,000 | AID 504891; active means well fitted inhibition curve with a large enough effect in the polarisation, with a control signal flat, not every such curve was filed as active; inconclusive means small, poorly fitted or top-dose-only effect, or effect the other way, or a change in a side signal; inactive means no such curve, though single readings can be large or run the other way; the % refers to the polarisation; further: on the % scale 0 is the no-effect control and ±100 the full control effect
Target sequence (Q13526 whole entry, looked up): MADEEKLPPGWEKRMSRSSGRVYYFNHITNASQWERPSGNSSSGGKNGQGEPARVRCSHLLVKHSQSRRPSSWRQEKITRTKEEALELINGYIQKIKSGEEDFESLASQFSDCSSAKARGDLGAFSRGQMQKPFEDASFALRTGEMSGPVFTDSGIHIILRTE
HP1b chromo inh = inhibitors of HP1-beta chromodomain binding to methylated histone tails; hit rate 0.56% among 390,000; AlphaScreen HP1-beta / biotin-H3K9me3 peptide binding; P83916; Potency, µM (doses to about 114 µM), inactives show top-dose activity change, negative = inhibition, most hits filed as inhibitors; further: nearly all actives have a fitted effect of over 70% in size; inactives centre near 23
Target sequence (P83916 whole entry, looked up): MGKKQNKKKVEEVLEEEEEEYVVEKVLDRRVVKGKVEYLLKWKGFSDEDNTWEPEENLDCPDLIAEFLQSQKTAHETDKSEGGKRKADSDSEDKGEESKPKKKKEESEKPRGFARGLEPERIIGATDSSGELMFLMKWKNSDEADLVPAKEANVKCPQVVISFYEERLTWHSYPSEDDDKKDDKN
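Compound inhibition of the preformed complex between 50 nM HP1-beta and 50 nM biotinylated H3K9me3 peptide was read by AlphaScreen. Buffer was PBS pH 7.4 with 0.01% Tween-20. Incubations ran 30 min at room temperature, with 10 ug/mL donor/acceptor beads.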
TrxR1 inh = blocks rat thioredoxin reductase 1 | recombinant rTrxR1, NADPH fluorescence consumption, selenite substrate | Potency, µM (doses to about 114 µM), for the others: top-dose activity change, negative = inhibition, hits mostly inhibitors | AID 588453 | hit rate 1% among 390,000; further: on the % scale 0 is the no-effect control and ±100 the full control effect; nearly all actives have a fitted effect of over 65% in size
Target sequence (O89049 whole entry, looked up): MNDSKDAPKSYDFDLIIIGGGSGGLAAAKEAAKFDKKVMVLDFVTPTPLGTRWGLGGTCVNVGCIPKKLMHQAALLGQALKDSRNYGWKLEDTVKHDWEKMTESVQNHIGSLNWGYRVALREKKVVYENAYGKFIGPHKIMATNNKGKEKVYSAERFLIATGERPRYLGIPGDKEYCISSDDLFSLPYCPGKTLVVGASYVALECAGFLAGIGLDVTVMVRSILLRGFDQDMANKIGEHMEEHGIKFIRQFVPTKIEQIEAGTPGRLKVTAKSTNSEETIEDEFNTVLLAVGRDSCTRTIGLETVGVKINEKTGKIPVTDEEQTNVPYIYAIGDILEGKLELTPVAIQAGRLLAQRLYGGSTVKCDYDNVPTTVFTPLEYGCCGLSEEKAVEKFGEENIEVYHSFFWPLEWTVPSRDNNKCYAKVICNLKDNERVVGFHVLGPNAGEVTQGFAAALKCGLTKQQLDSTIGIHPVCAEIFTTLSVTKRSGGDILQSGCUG
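Rat TrxR1 (90 nM in the dispensed reagent) was pre-reduced with 400 uM NADPH for 5 min at room temperature, then incubated with compound for 15 min. After 400 uM selenite was added, NADPH fluorescence (Ex 340/Em 450 nm) was followed for 8 min.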
Tb PGK inh = blocks T. brucei phosphoglycerate kinase | Potency, µM (highest dose often 57.5 µM), for inactives: at the top dose activity change, negative = inhibition, hits mostly inhibitors | P07378 | hit rate 0.043% among 380,000 | PGK/GAPDH coupled, Kinase-Glo luminescence, 60 min | AID 602233; further: on the % scale 0 is the no-effect control and ±100 the full control effect; nearly all actives have a fitted effect of over 60% in size
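Luminescent ATP detection (Kinase-Glo Plus) follows a 60-minute room-temperature incubation, with wells lacking PGK as controls. Buffer: 100 mM TEA (pH 7.6), 5 mM MgCl2, 0.01% Tween-20. Coupling enzyme GAPDH (100 nM final) supplies unstable 1,3-BPG in-well.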
* = called active by the depositor; i = inactive; ? = inconclusive; nt = not tested or not shown; [ ] = another dose, or the depositor's remark. Unless noted, the call rests on the fitted dose curve; in most records, active means well fitted curve in the direction sought with a large enough effect; inconclusive means small, poorly fitted or top-dose-only effect, or another doubt; inactive means no such curve, though single readings can be large; an effect the other way counts as inactive or inconclusive. Potency means the concentration at half of the fitted maximal effect. A portion of the library; rates above refer to the full screens.

SMILES	JMJD2A Tudor	GLS inhibitor	ERG Ets-DNA blk	12-LOX inh	RGS4 inh	Pin1 inh	HP1b chromo inh	TrxR1 inh	Tb PGK inh
CCOc1cc(/C=C(\CC(=O)O)c2nc3ccccc3s2)ccc1OC	13%	?	6%	-6%	-12%	-4%	27%	36%[57.1 µM]	4%
COCCN(C(=O)CCc1nnc(CCc2c[nH]c3ccccc23)o1)C(C)C	0%	5%	-5%	7%	13%	-3%	26%	17%	-6%
CC(=O)N1CC2(C)CN(C(C)=O)CC(C)(C1)C2O (centres undefined)	0%	6%	-3%	0%	-4%	-1%	20%	32%	-7%
CC(Oc1ccccc1)C(=O)N1CCC2(CC1)Oc1ccc(F)cc1C(=O)C21CC(c2ccc(Cl)cc2)=NO1 (centres undefined)	-19%	-4%	-1%	-8%	-16%	9%	32%	20%[57.1 µM]	i
CN(C)S(=O)(=O)c1cccc(NC(=O)COC(=O)[C@H](Cc2ccccc2)NC(=O)c2ccco2)c1	-25%	2%	2%	-7%	-3%	1%	1%	15%	-4%
CCN(CC)c1c(-c2ccccc2)c2cc(C)ccc2[nH]c1=O	-14%	7%	1%	-2%	3%	-6%	50%[activator]	0%	-6%
CC(C)(C)NS(=O)(=O)c1ccc(NS(=O)(=O)Cc2ccccc2)cc1	-3%	-6%	2%	8%	10%	2%	39%	20%	-1%
O=C1c2ccccc2C(=O)c2c(NCCCN(CCO)CCO)cccc21	40µM*	0%	27%	1%	-20%	6%	25µM*	-46%	-14%
CCOC(=O)N1CCC(N2C(=O)c3ccc(C(=O)NCCC(C)C)cc3C2=O)CC1	-4%	12%	3%	3%	25%	0%	23%	1%	6%
CCN(CC)S(=O)(=O)c1ccc(Cl)c(C(=O)Nc2nnc(C)s2)c1	-10%	2%	-2%	0%	-15%	3%	27%	7%	-6%
Oc1ccc(C2=CSC3=NCCN23)cc1O	1%	14%	-4%	?	6%	8%	69%[activator]	11%	nt
CCN(CC)S(=O)(=O)c1ccc(N2CCCCC2)c(NC(=O)C2CCN(C(=O)c3ccc(F)cc3)CC2)c1	-23%	-6%	?	21%	14%	-1%	-19%	18%	-10%
COC(=O)[C@H](Cc1ccccc1)NC(=O)[C@@H](N)CC(=O)OCc1ccccc1	?	-2%	-11%	14%	-7%	2%	-11%	9%[57.1 µM]	-9%
C=CCNC(=O)/C=C/c1ccc(C(C)C)cc1	-19%	-4%	-2%	1%	-15%	5%	28%	6%	-3%
Cc1ccc(NC(=O)Cc2sc(C)nc2-c2ccc(C)cc2)cc1	-8%	-1%	-8%	-4%	22%	3%	34%	-13%	-8%
CC(Sc1nnc2ccccn12)C(=O)Nc1ncc(Cl)cc1Cl (centres undefined)	-3%	-2%	-1%	0%[57.4 µM]	-13%	-6%	13%	1%	-9%
CCC(C)(C)NC(=O)CN(Cc1ccco1)C(=O)CCC(=O)Nc1nccs1	-1%	10%	2%	6%	-3%	-9%	27%	27%	-6%
CC(=O)c1c(N2CCOCC2)nc(=S)n(-c2ccccc2)c1C	-28%	8%	nt	-2%	-21%	-11%	40%	18%	i
CCCC1=Nc2cc(C(=O)N3CCC(C)CC3)ccc2Sc2ccc(C)cc21	-20%	-3%	-1%	-7%	19%	?	27%	-5%	6%
O=C(Nc1ccc(Cc2ccncc2)cc1)c1ccc(N2CCOCC2)c([N+](=O)[O-])c1	-35%	4%	4%	22%	-28%	-2%	7%	15%	i

The list goes on (3 carried over from the part before).
SMILES	JMJD2A Tudor	GLS inhibitor	ERG Ets-DNA blk	12-LOX inh	RGS4 inh	Pin1 inh	HP1b chromo inh	TrxR1 inh	Tb PGK inh
CC(=O)c1c(N2CCOCC2)nc(=S)n(-c2ccccc2)c1C	-28%	8%	nt	-2%	-21%	-11%	40%	18%	i
CCCC1=Nc2cc(C(=O)N3CCC(C)CC3)ccc2Sc2ccc(C)cc21	-20%	-3%	-1%	-7%	19%	?	27%	-5%	6%
O=C(Nc1ccc(Cc2ccncc2)cc1)c1ccc(N2CCOCC2)c([N+](=O)[O-])c1	-35%	4%	4%	22%	-28%	-2%	7%	15%	i
CC(Sc1nccn1C)C(=O)Nc1ccc(Cl)cn1 (centres undefined)	-13%	-2%	12%	-15%	-6%	1%	4%	3%[57.1 µM]	-7%
Nc1nc(C23CC4CCC(CC(C4)C2)C3)cs1	-24%	8%	nt	-15%	-10%	-3%	-1%	-1%	-1%
CC1(C)Cc2c(sc3nc(NCCN4CCOCC4)n4ncnc4c23)CO1	8%	1%	-6%	0%	-2%	-9%	27%	8%[57.1 µM]	i
CCOC(=O)c1nn(-c2ccc(Cl)cc2)c2nc(-c3ccc(C)cc3)c(C#N)c(=O)n12	6%	4%	-2%	0%	-5%	-2%	67%[activator]	67%[activator]	0%
NC(=O)Cn1nc(-c2ccccc2)nc1-c1ccccc1	8%	-8%	5%	47%[activator]	-15%	-1%	7%	5%	-3%
CCCn1c(SCC(=O)Nc2ccc(C)c(S(=O)(=O)N3CCOCC3)c2)n[nH]c1=O	-11%	14%	-8%	9%	-1%	-1%	11%	-4%	i
COc1ccc(C(=O)N/N=C/c2ccc(OC)c(CN3CCN(c4ccc(F)cc4)CC3)c2)cc1	?	19%	-14%	-26%	4%	-1%	-12%	-12%	-8%
FC(F)(F)c1cnc(COc2cc(Cl)cc(Cl)c2)c(Cl)c1	134%[activator]	-9%	7%	181%[activator]	39%	0%	100%[activator]	22%	i
Cc1cc(C)cc(NC(=O)C(=O)NCC(c2cccnc2)N2CCN(c3ccccc3)CC2)c1 (centres undefined)	-8%	-6%	-3%	-8%	8%	9%	24%	17%	-3%
COc1ccc(N2CCN(C3CCCN(S(=O)(=O)c4ccccc4)C3)CC2)cc1 (centres undefined)	?	34%[activator]	-3%	1%	5%	-12%	?	-6%	-2%
Cc1cc(C(=O)N2CCN(C(c3ccccc3)c3ccccc3)CC2)on1	-14%	0%	-2%	12%	-8%	7%	65%[activator]	10%	-2%
CCc1ccccc1N=Cc1c(C)c(C#N)c2[nH]c3ccccc3n2c1=O	-13%	-11%	7%	12%	5%	?	51%[activator]	7%	-8%
NC(=O)C1c2ccccc2Oc2ccccc21	1%	5%	2%	9%	-10%	-5%	10%	22%	-5%
Cc1ccc(C)c2c1cc(C)c1nnc(SCC(=O)N3CCCc4ccccc43)n12	-14%	7%	-3%	16%	36%	-14%	-2%	-3%	-3%
O=C1C=C(NCc2ccco2)CCC1	-11%	-2%	nt	-5%	-7%	-6%	7%	-10%	-7%
Cc1ccc(Cn2c(=O)n(-c3ccc(C)c(C)c3)c(=O)c3c(C)c(C)sc32)cc1	-4%	-1%	1%	-23%	-48%	?	22%	12%	-9%
C=CCCc1ccc(C#N)c(SCc2c(C(=O)OCC)c3cc(OC(C)=O)c(Br)cc3n2C)n1	-15%	1%	6%	nt	-4%	?	40%[activator]	11%	-6%
Cc1nnc(N2CCN(C(=O)Nc3cccc(C(F)(F)F)c3)CC2)c2nn(-c3ccccc3)c(C)c12	-24%	4%	0%	?	-9%	?	-17%	7%[57.1 µM]	nt
O=C(NCC(c1cccs1)N1CCOCC1)C1CCN(S(=O)(=O)c2ccccc2C(F)(F)F)CC1 (centres undefined)	-17%	8%	-12%	0%	30%	2%	26%	-5%	4%
O=c1c2ccccc2nc(SCc2cn3ccsc3n2)n1-c1ccccc1	?	1%	-9%	-6%	-16%	29%	2%	11%[57.1 µM]	-9%
CC(C)Oc1ccc(CN2CCCC(CO)(Cc3ccccc3)C2)cc1CO (centres undefined)	-16%	0%	-9%	3%	-7%	-3%	28%	6%	-4%
Cc1ccc(NC2=CC(c3ccccc3F)N(c3ccc(C)cc3)C2=O)cc1 (centres undefined)	-33%	2%	4%	-24%	-43%	39%[activator]	5%	?	-2%
CCOC(=O)c1cc(-c2ccccc2)n(CCCC(=O)Nc2ccc(C)cc2C)c1C	-29%	-5%	5%	-2%	-5%	4%	11%	19%[57.1 µM]	-2%
Cc1ccc(-c2[nH]ncc2C(=O)c2ccccc2C)c(O)c1	3%	-4%	4%	0%	7%	0%	33%	-4%[11.4 µM]	-1%
CCCCN(CC)S(=O)(=O)c1ccc(C(=O)Nc2nnc(-c3cccs3)o2)cc1	0%[11.4 µM]	-1%	5%	nt	5%[11.4 µM]	-3%	-16%	5%[11.4 µM]	3%
O=C(C1CCC(CNS(=O)(=O)c2ccc(Br)s2)CC1)N1CCN(c2ccccc2)CC1 (centres undefined)	-19%	3%	2%	?	4%	-5%	9%	6%	-2%
O=[N+]([O-])c1ccc(CSc2ncnc3ccccc23)cc1	?	-21%	9%	?	-22%	3%	10%	9%[57.1 µM]	i
Cc1ccccc1NC(=O)c1ccc(F)c(S(=O)(=O)N2CCN(c3ccccc3F)CC2)c1	-8%	10%	-2%	?	19%	-5%	29%	14%[57.1 µM]	9%
COc1ccccc1CNC(=O)CCc1c(C)c2ccc(OC)c(C)c2oc1=O	-13%	-4%	10%	-23%	3%	23%	-3%	31%	-10%
COc1ccc(C)cc1S(=O)(=O)N(CC(=O)O)c1ccccc1	4%	9%	-4%	464%[activator]	-6%	-20%	15%	26%[57.1 µM]	-5%
Cc1ccc2nc(NC(=O)CN(C)S(=O)(=O)c3cccc4nsnc34)sc2c1	-6%	-5%	-5%	?	-20%	2%	1%	20%	-5%

Screening results as filed in PubChem BioAssay.
